# CHT block – inhibits the human high affinity choline transporter. Q9GZV3. CHT-expressing cells, membrane potential dye, choline response; hits give low values. B-score at 10 µM. 310,000 compounds, 0.86% hits. AID 488975;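 active = B-score over 3 SD under the library average, and starting fluorescence ratio not unusually high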;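 note: choline stimulus applied at its EC90 after an EC20 pre-addition; B-score computed on integrated fluorescence ratio after choline addition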
# Target sequence (Q9GZV3 whole entry, looked up): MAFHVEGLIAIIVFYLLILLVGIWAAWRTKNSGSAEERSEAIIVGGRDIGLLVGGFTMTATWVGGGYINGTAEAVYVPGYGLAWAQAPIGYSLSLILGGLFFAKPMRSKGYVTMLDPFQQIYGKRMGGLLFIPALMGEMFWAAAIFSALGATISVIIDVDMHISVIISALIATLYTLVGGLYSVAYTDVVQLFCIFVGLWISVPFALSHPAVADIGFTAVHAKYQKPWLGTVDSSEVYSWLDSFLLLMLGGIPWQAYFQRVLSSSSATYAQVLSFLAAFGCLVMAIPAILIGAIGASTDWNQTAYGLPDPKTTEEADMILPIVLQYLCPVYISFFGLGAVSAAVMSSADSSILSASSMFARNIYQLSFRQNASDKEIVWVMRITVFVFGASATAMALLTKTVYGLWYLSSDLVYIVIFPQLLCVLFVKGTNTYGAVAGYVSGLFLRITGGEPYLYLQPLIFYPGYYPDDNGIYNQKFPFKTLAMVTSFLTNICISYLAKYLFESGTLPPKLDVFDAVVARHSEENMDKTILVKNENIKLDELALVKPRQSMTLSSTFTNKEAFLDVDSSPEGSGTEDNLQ
# STK33 kinase inh – inhibitors of human STK33 kinase; inhibition, % at 10 µM; purified STK33, MBP phosphorylation, ADP-Glo luminescence; 320,000 compounds, 0.073% hits; Q9BYT3;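 active = inhibition at or above 25%, using the most active replicate where run in duplicate; inactive = inhibition below 25%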
# CHT allo act – allosteric activators of human choline transporter CHT; B-score at 10 µM; AID 488977; CHT-expressing cells, membrane potential dye, choline EC20; hits give high values; LV-AA mutant CHT in HEK293 cells; 310,000 compounds, 0.49% hits; Q9GZV3;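 active = initial fluorescence not abnormally high and integrated response B-score, plate-corrected, over 3 SD above library mean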
# The depositor's hits bear a star; i = inactive; nt = no result given.
# Values in the order: CHT block | STK33 kinase inh | CHT allo act
Cc1cc(NC(=O)CSc2ccccn2)cc(NC(=O)CSc2ccccn2)c1
  i | -2.6 | i
COc1ccccc1-c1cn(C(C)(C)C)nc1C
  i | -0.6 | i
CCc1c(C(=O)NNC(=S)NCC2CCCO2)csc1C (stereo not given)
  i | -0.8 | i
CC(C)(C)c1ccc(OCC(=O)NNC(=O)Cc2cccs2)cc1
  i | -0.1 | i
COC(=O)c1ccc(OCC(=O)c2ccc(C)c(C)c2)cc1
  i | -1.4 | i
CCOC(=O)c1oc2ccccc2c1NC(=O)c1cc(OC)cc(OC)c1
  i | -0.2 | i
CCCCNc1c(NC(C)=O)c(=O)oc2ccccc12
  i | -1.5 | i
CCOC(=O)C1CCCN(C(=O)c2cc3ccccc3oc2=O)C1 (stereo not given)
  i | -0.6 | i
Cc1ccccc1C(=O)Nc1cc(-c2cc(C(C)(C)C)oc2C)nn1C
  i | 1.2 | i
Cc1ccccc1CS(=O)(=O)Cc1ccc(C(=O)NCCc2ccccc2)o1
  i | -0.7 | i
Cc1ccc(NC(=O)NC(=O)CN2CCN(c3ccc(O)cc3)CC2)c(C)c1
  i | -0.3 | i
N#CC1=C(N)NC(SCC(=O)O)=C(C#N)C12CCCC2
  i | -1.1 | i
O=C(Nc1ccc(-c2csc(-c3ccccc3)n2)cc1)c1ccccc1
  i | -0.7 | i
CC1(C)[C@@H](O)CC[C@]2(C)[C@H]3C(=O)C=C4[C@@H]5C[C@@](C)(C(=O)O)CC[C@]5(C)CC[C@@]4(C)[C@]3(C)CC[C@@H]12
  i | -0.9 | i
COc1ccc(-c2nc(NC(=O)c3cc(C(C)(C)C)nn3C)sc2C)cc1
  i | -1.9 | i
c1ccc(Cn2nnc3ccccc32)cc1
  i | -1.5 | i
O=C(CNC(=O)c1ccc(S(=O)(=O)N2CCCCC2)cc1)N/N=C/c1ccco1
  i | -0.2 | i
CC(=O)CSc1ncnc2scc(-c3ccc(F)cc3)c12
  i | -0.9 | i
Cc1sc(NC(=O)c2ccco2)nc1-c1ccccc1
  -9.2* | 3.3 | i
C=CCOC(=O)CC(NC(=O)c1ccccc1)c1ccccc1 (stereo not given)
  i | 0.0 | i
O=S(=O)(c1cccc(-c2nc3n(n2)Cc2ccccc2-3)c1)N1CCCC1
  i | -0.5 | i
O=[N+]([O-])c1ccccc1S(=O)(=O)Nc1ccn(Cc2c(F)cccc2Cl)n1
  i | -2.5 | i
CCOc1ccccc1NC(=O)COC(=O)C(CC)c1ccccc1 (stereo not given)
  i | -1.0 | i
CCN1C(=O)C2(C(C#N)=C(N)Oc3n[nH]c(COC)c32)c2ccccc21 (stereo not given)
  i | 1.4 | i
Cc1nc(N2CCC(C)CC2)c2oc3ccccc3c2n1
  i | 4.4 | i
CCc1cc2c(N3CCN(C(=O)c4ccco4)CC3)ncnc2s1
  i | 0.5 | i
CCc1c(C(=O)NN2C(=O)C3CCCCC3C2=O)csc1C (stereo not given)
  i | -1.4 | i
CN1/C(=C\C(=O)C[n+]2cccc(Br)c2)C(C)(C)c2ccccc21
  i | -1.3 | i
O=c1c2ccc([N+](=O)[O-])cc2ncn1Cc1ccccc1C(F)(F)F
  i | 0.0 | i
COc1cc(/C=C/C2=NNC(=O)CC2)cc(OC)c1OC
  i | 0.6 | i
CCN(CC)CCCn1c(C)cc2c(c1=O)C(c1cc(OC)c(OC)cc1OC)C(C#N)=C(N)O2 (stereo not given)
  i | -0.9 | i
C#CNC(=O)C1(CC=C)CCNCC1
  i | -0.7 | i
CCc1nc2sc3c(c2c(=O)n1N)CCC3
  i | -0.1 | i
O=C(NCCc1cnc[nH]1)c1ccc(-c2ccccc2)cc1
  i | 1.1 | i
CCOC(=O)COn1c(=O)c(-c2cccs2)[n+]([O-])c2ccccc21
  i | -1.4 | i
CC(C)(C)N(NC(=O)OCc1ccccc1)C(=O)c1ccccc1
  i | -1.7 | i
N#Cc1sc2nc3c(c(-c4ccco4)c2c1N)CCCC3
  i | 3.6 | i
Cc1ccccc1C(=O)NCCCc1ccccc1
  i | -1.6 | i
O=C(Cc1c[nH]c2ccccc12)Nc1nc2ccccc2[nH]1
  i | -1.5 | i
C[C@H](NC(=O)NC1CCCc2ccccc21)C(=O)O (stereo not given in full)
  i | 0.3 | i
COc1cccc(N2CCC(N3CCN(C)C(CCO)C3)CC2)c1 (stereo not given)
  i | -1.2 | i
O=c1c(C(c2nnnn2C2CCCCC2)N2CCCCC2)coc2ccc(Cl)cc12 (stereo not given)
  i | -1.4 | i
NC(=O)C1(C(N)=O)OC1c1ccc(Cl)c(Cl)c1 (stereo not given)
  i | -2.3 | i
CC(C)(C)c1cn(-c2ccc(F)cc2)c(=S)[nH]1
  i | 0.1 | i
COc1ccc(N(C)C(=O)c2sc(Cl)nc2C)cc1
  i | -0.2 | i
CC(C)(C)NC(=O)C(c1ccc(O)cc1)N(Cc1ccccc1)C(=O)CCC(=O)Nc1nccs1 (stereo not given)
  i | -1.3 | i
CCCn1c(NCc2cc(C)ccc2O)nc2ccccc21
  i | 0.4 | i
CC(C)NC(=O)c1ccc(-n2nc(C(F)(F)F)c3c2CCCC3)cc1
  i | 4.6 | i
O=C(O)c1cccc(-n2cccc2/C=C2/NC(=O)N(c3cccc(Cl)c3)C2=O)c1
  i | -2.4 | i
Cc1ccc(S(=O)(=O)N2CCN(C(=O)CSc3nnc(C)s3)C2)cc1
  i | -0.7 | i
CCCCC(CC)CNCc1cccn1CCN1CCOCC1 (stereo not given)
  i | -1.6 | i
Clc1ccc(OCc2nnc(SCc3nnc(-c4ccccc4)o3)o2)c(Cl)c1
  i | -0.9 | i
Cc1ccc(CNC(=O)C23CN(Cc4ccccc4)CC2C(c2ccc([N+](=O)[O-])cc2)=NO3)cc1 (stereo not given)
  i | -1.8 | i
CCOC(=O)c1cccc(OS(=O)(=O)Cc2ccccc2)c1
  i | 0.1 | i
COC(=O)c1ccccc1NC(=O)C1CCN(C(=O)c2cc(OC)c(OC)c(OC)c2)CC1
  i | -0.5 | i
CCOC(=O)c1c(NC(=O)CSc2nccn2C)sc(C(=O)NC)c1C
  i | -0.8 | i
Cn1c(=O)n(C)c2cc([N+](=O)[O-])c(N3CCN(C(=O)c4ccccc4)CC3)cc21
  i | 1.1 | i
Cc1ccccc1NC(=O)Nc1c(C)n(C)n(-c2ccccc2)c1=O
  i | -1.8 | i
O=C(c1cccc(F)c1)N1CCN(CC2CC3C=CC2C3)CC1 (stereo not given)
  i | -0.8 | i
O=C(CN1CCN(Cc2ccccc2F)C1=O)NCC1CCCO1 (stereo not given)
  i | 0.2 | i

# More compounds follow.
SMILES,CHT block,STK33 kinase inh,CHT allo act
Cc1[nH]c2ccc(CNS(=O)(=O)c3ccc(S(=O)(=O)N4CCOCC4)cc3)cc2c1C,i,-1.3,i
CCOc1ccc(/C(CCC(=O)O)=N/NC(=S)NCCc2ccccc2)cc1,i,1.1,i
COC(=O)c1cc2oc(C)cc2n1CC(=O)Nc1ccc(C)c(C)c1,i,-0.2,i
O=C(Cc1csc(-c2ccccc2)n1)NCc1ccco1,i,0.4,i
c1ccc2nc3c(cc2c1)CCCCCC3,i,-0.7,i
CC(C)NC(=O)C(=O)NCCc1ccc(Cl)cc1,i,-0.6,i
CC1(C)CC(=O)C2=C(C1)NC(=O)CC2c1cc(F)ccc1F (stereo not given),i,-0.6,i
O=C(CCNc1ccc(Cl)cc1)c1cccs1,i,-1.8,i
[O-]/[N+](=C\c1ccc(OC(F)F)cc1)c1ccccc1,i,0.1,i
N#Cc1ccc(Oc2ccc(S(=O)(=O)N3CCCC3)cn2)cc1,i,nt,i
CC1CC(=O)Nc2ccccc2N1S(=O)(=O)c1ccc(C(F)(F)F)cc1 (stereo not given),i,-1.7,i
CCOC(=O)CCN(Cc1cccs1)S(=O)(=O)c1ccc(F)cc1,i,-1.8,i
Cc1ccc(CNC(=O)CN2C(=O)NC(C)(c3ccccc3Cl)C2=O)cc1 (stereo not given),i,-1.1,i
CCN(CC)Cc1nc2c(c(=O)[nH]1)C(CC)(CC)Cc1ccccc1-2,i,0.0,i
O=C(C1CCCN1C(=O)c1cccs1)N1CCc2ccccc21 (stereo not given),i,-0.6,i

# Given field by field: entries from further up
O=C(CCNc1ccc(Cl)cc1)c1cccs1
  CHT block: i; STK33 kinase inh: -1.8; CHT allo act: i

[O-]/[N+](=C\c1ccc(OC(F)F)cc1)c1ccccc1
  CHT block: i; STK33 kinase inh: 0.1; CHT allo act: i

N#Cc1ccc(Oc2ccc(S(=O)(=O)N3CCCC3)cn2)cc1
  CHT block: i; STK33 kinase inh: nt; CHT allo act: i

CC1CC(=O)Nc2ccccc2N1S(=O)(=O)c1ccc(C(F)(F)F)cc1 (stereo not given)
  CHT block: i; STK33 kinase inh: -1.7; CHT allo act: i

# New compounds follow
SMILES,CHT block,STK33 kinase inh,CHT allo act
Cc1cc(C)c(C)c(C(=O)CSc2nnc(-c3ccc4[nH]c(C)c(C)c4c3)o2)c1C,i,-2.5,i
CCOC(=O)c1cn(Cc2ccccc2)c2cc(C)nn2c1=O,i,7.8,i
O=C(Cn1nc(C(F)(F)F)c2c1CCCCC2)N1CCOCC1,i,3.3,i
COc1ccc(-c2nn(CCC(=O)O)cc2/C=C2\SC(N)=NC2=O)cc1OC,i,-1.9,i
COc1cc(C(=O)Nc2nnc(Cc3ccccc3)s2)cc(OC)c1OC,i,-1.7,i
CC1CCCCN1CC(=O)Nc1ccc2c(c1)OC(F)(F)O2 (stereo not given),i,6.6,i
CSC(=O)NC(=O)NC(=O)c1ccc([N+](=O)[O-])cc1,i,-0.9,i
O=C(O)CCc1ccc(-c2ccccc2)n1NC(=O)c1sc2ccccc2c1Cl,i,0.5,i
C=CCN1C(=O)C2C(C(=O)NC3CCCC3)C3(C)C=CC2(O3)C1C(=O)NC1CCCC1 (stereo not given),i,-0.1,i
CCSc1nnc(N2C(=O)C(O)=C(C(=O)c3ccco3)C2c2cccc(OC)c2)s1 (stereo not given),i,0.6,i
O=C(CSCc1c(F)cccc1Cl)NCc1cccnc1,i,-1.6,i
CC1(C)C(=O)OC(c2cccn2-c2cccc([N+](=O)[O-])c2)C2(CCCCC2)C1=O (stereo not given),i,0.5,i
O=C(NCc1ccccc1)C(=O)Nc1cccc(C(=O)O)c1,i,-0.1,i
COc1ccc(N2CCN(C(=O)CCNS(=O)(=O)c3ccc(Br)s3)CC2)cc1,i,-1.9,i
COc1ccc2[nH]c3ccccc3c2c1,i,0.6,i
CCCN(CCC)CCNC(=O)c1cc2c(=O)n(CC)c3ccccc3c2s1,i,0.5,i
Cc1ccc2nc(SCC(=O)Nc3ncccn3)[nH]c2c1,i,0.7,i
COc1cc(/C=N/NC(=O)NC23CC4CC(CC(C4)C2)C3)ccc1O,i,0.6,i
CC(C)c1nc2c(c(=O)c3ccccc3n2C)c(=O)n1CCc1ccccc1,i,-2.5,i
CC(=O)c1ccc(N2CCN(S(=O)(=O)c3ccc4c(c3)CC(C)N4C(=O)C3CC3)CC2)cc1 (stereo not given),i,1.5,i
Cc1cccc(C)c1OCC(O)CNC(C)(C)C (stereo not given),i,-0.7,i
O=C(NCCc1ccccc1)c1ccc(NS(=O)(=O)c2ccc3[nH]c(=O)[nH]c3c2)cc1,i,-0.2,i
COC(=O)Cc1cnc(NC(=O)C2C3CCC(C3)C2C(=O)O)s1 (stereo not given),i,-2.3,i
CCCCC(=O)O,i,-0.5,i
Cc1[nH]n(-c2ccc(F)cc2)c(=O)c1C=Nc1ccc(S(=O)(=O)N(C)C)cc1,i,-1.2,i
CCOC(=O)C1(Cc2ccccc2)NC(c2ccccc2F)C2C(=O)N(CC)C(=O)C21 (stereo not given),i,0.4,i
O=C(c1cccc(F)c1)N1CCN(c2ccc([N+](=O)[O-])c(N3CCCCC3)c2)CC1,i,-0.9,i
O=C(c1ccc2nsnc2c1)N1CCN(c2ccc([N+](=O)[O-])cc2)CC1,i,0.1,i
COc1ccc(-n2c(=O)cc(N3CCN(c4ccccc4)CC3)[nH]c2=O)cc1,i,1.3,i
C/C(=N/NC(=O)C1CCCC1)c1ccc(NC(=O)C(F)(F)F)cc1,i,0.9,i
O=C1CCC(C(=O)N(Cc2ccco2)C2(C(=O)NC3CCCC3)CCCCC2)N1 (stereo not given),i,-0.3,i
COCCNC(=O)c1ccc(C)c(S(=O)(=O)Nc2ccc(C)cc2)c1,i,0.4,i
Nc1nc(OCC2CCCCC2)c2[nH]cnc2n1,i,23,i
Nc1ccccc1C#Cc1ccc([N+](=O)[O-])cc1,i,-0.6,i
O=C(Oc1ccc([N+](=O)[O-])cc1)c1ccc2ccccc2n1,i,-0.8,i
Cc1cc2ncn(S(=O)(=O)N3CCCCC3)c2cc1C,i,-2.3,i
O=C(N/N=C/c1ccoc1)c1ccc(Br)cc1,i,0.7,i
COc1cccc(C2=CC(=O)CC(C)(C)C2)n1,i,0.8,i
O=C(NC1CCCc2ccccc21)C1CCN(S(=O)(=O)c2cccc3nsnc23)CC1 (stereo not given),i,-0.7,i
CCCCn1c(N)c(N(CCOC)C(=O)c2ccc(Br)o2)c(=O)[nH]c1=O,i,-1.6,i
O=C(NCCc1ccc(F)cc1)c1cc2ccccc2oc1=O,i,-1.0,i

# Source: PubChem
